# KCNQ2 inh – KCNQ2 potassium channel inhibitors, primary screen, cell-based, CHO-K1, FluxOR thallium flux, B-score (AID 2156); 20 min; stronger effect = lower value; B-score at 10 µM; Potassium voltage-gated channel subfamily KQT member 2 (Rattus norvegicus), O88943; 310,000 compounds, 1.1% hits;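 active means fluorescence ratio B-score at most minus 3 library SDs, with starting brightness B-score within 2 library SDs, cut at about -5.5 in these data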
# Kir21 block – inhibitors of mouse Kir2.1 inward-rectifier potassium channel; Inward rectifier potassium channel 2 (Mus musculus), P35561; HEK293-Kir2.1, FluxOR thallium flux fluorescence; stronger effect = lower value; B-score at 10 µM; 310,000 compounds, 0.85% hits; AID 1672, 2009;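 active means fluorescence ratio B-score at or below minus 3 SD of library scores, with starting-brightness B-score within 2 SD, cut at about -4.2 in these data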;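 further: channel flux triggered by added potassium and thallium sulfate stimulus; B-score of peak minus minimum fluorescence over baseline after thallium stimulus; more negative B-score means stronger Kir2.1 block with less thallium influx; some compounds called inactive have numbers as strong as hits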
# Target sequence (P35561 whole entry, looked up): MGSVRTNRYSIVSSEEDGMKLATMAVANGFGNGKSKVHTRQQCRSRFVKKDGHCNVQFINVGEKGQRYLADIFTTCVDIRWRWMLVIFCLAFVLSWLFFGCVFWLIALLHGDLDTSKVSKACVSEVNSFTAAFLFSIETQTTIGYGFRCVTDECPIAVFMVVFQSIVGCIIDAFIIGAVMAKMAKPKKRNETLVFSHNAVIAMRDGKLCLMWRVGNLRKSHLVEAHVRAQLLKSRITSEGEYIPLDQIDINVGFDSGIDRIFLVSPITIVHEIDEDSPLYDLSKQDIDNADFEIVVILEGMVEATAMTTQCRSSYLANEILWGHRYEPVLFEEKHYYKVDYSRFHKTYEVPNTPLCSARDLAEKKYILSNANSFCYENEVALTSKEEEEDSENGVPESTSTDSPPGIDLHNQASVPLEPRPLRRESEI
# CHT inh – inhibitors of human choline transporter CHT | CHT-expressing cells, membrane potential dye, choline response; stronger effect = lower value | B-score at 10 µM | 310,000 compounds, 0.86% hits | High affinity choline transporter 1 (Homo sapiens), Q9GZV3;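 active means B-score over 3 SD under the library average, and starting fluorescence ratio not unusually high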;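 further: choline stimulus applied at its EC90 after an EC20 pre-addition; B-score computed on integrated fluorescence ratio after choline addition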
# Target sequence (Q9GZV3 whole entry, looked up): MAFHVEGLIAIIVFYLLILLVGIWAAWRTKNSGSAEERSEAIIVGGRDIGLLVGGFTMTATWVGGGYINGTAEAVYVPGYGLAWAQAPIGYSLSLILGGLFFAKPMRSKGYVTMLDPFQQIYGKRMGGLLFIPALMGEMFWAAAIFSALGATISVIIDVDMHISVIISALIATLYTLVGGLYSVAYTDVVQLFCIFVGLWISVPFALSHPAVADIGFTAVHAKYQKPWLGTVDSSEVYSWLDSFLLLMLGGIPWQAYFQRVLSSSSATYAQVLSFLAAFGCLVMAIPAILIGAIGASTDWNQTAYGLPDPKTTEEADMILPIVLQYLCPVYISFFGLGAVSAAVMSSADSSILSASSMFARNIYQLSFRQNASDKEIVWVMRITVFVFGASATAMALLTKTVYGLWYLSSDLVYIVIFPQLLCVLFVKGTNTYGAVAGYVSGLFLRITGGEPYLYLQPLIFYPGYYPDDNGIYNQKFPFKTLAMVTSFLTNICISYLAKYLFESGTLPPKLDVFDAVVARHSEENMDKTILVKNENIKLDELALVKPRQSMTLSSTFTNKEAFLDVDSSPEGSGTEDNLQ
# Starred values were filed as active, the others as inactive; i = inactive; / = no result given. Compounds as they come (roughly 2.6% active in at least one column).
KCNQ2 inh | Kir21 block | CHT inh | SMILES
i | -1 | i | Cc1cc2c(c(=O)n1Cc1cccnc1)C(c1ccccc1)C(C#N)=C(N)O2 (stereo not given)
i | 1.25 | i | O=C(Nc1ccc(S(=O)(=O)N2CCCCC2)cc1)c1ccc(F)cc1
i | 0.02 | i | O/N=C/c1ccc(OCc2ccccc2)c(Br)c1
i | 0.34 | i | CC(=O)c1ccc(OC(=O)C2CC(=O)N(c3cccc(C)c3)C2)cc1 (stereo not given)
i | 0.02 | i | c1ccc(-c2nc3ccccn3c2NC2CCCC2)nc1
i | -0.77 | i | Cn1c(CCCOc2ccc(Cl)cc2Cl)nnc1SCC(=O)Nc1cccc(F)c1
i | 2.29 | i | O=C(CN1CCN(c2ccc(O)cc2)CC1)Nc1ccc2c(c1)OCCO2
i | -0.38 | i | Nc1nc(Nc2ccccc2F)sc1C(=O)c1ccccc1
i | 1.12 | i | CCOc1ccc(C(=O)Nc2ccc(N3CCN(C)CC3)cc2)cc1Br
i | 0.36 | i | CCc1ccc(/C(C)=N/NC(=O)c2ccccn2)cc1
i | 1.06 | i | Cc1ccc(NC(=O)N/C=C/c2ccco2)cc1
i | 2.05 | i | N#C/C(C(=S)Nc1ccccc1)=C1/NN=C(N2CCOCC2)N1c1ccccc1
i | 1.54 | i | CSc1nnc2c3cc(C)ccc3n(Cc3ccccc3)c2n1
i | -1.26 | i | Cc1ccc(C(=O)NC(NCc2ccccc2)C(Cl)(Cl)Cl)cc1 (stereo not given)
i | -0.11 | i | Cc1ccccc1C1N(c2nccs2)C(=O)C2CCCN21 (stereo not given)
i | -2.35 | i | CCC(=O)OC1(C)C(=O)C=C2C=C(C3CC3)OC=C2C1=O (stereo not given)
i | 0.56 | i | CN1/C(=C\C(=O)COC(=O)c2ccc([N+](=O)[O-])o2)C(C)(C)c2ccccc21
i | -0.58 | i | CCCCCCc1ccc(OCC(=O)OC)cc1OCC(=O)OC
i | -0.15 | i | O=C(Cc1ccc(NS(=O)(=O)c2cccc(C(F)(F)F)c2)cc1)NCCN1CCOCC1
i | 0.15 | i | CC(=O)NN1C(=O)/C(=C\c2ccccc2)SC1=S
i | 0.03 | i | CN(CC(=O)Nc1ccc(F)c(F)c1F)C(=O)CN1C(=O)C2CCCCC2C1=O (stereo not given)
i | -1.72 | i | CCCCOc1ccc(C(O)(CCC)CCN2CCOCC2)cc1 (stereo not given)
i | 0.11 | i | CCCOc1cccc(C(=O)N/N=C/c2coc3ccccc3c2=O)c1
i | 0.62 | i | O=C(C1COc2ccccc2O1)N1CCN(Cc2ccc(Br)cc2F)CC1 (stereo not given)
i | 1.2 | i | COc1cc(/C=C2/SC(=S)N(c3ccccc3)C2=O)ccc1Oc1nc(N2CCOCC2)nc(N2CCOCC2)n1
i | -0.79 | / | CCNc1nc(SCC(N)=O)nc2sc3c(c12)CCN(C)C3
i | 0 | i | CSc1ccc(S(=O)(=O)NC2CC2)cc1
i | 1.7 | i | CC(=O)c1cc(F)c(N2CCOCC2)cc1C
i | -0.94 | i | Cc1ccc2[nH]c3c(N4CCOCC4)ncnc3c2c1
i | 1.05 | i | Cc1nnc(N/N=C/c2ccc(-c3ccccc3F)o2)n1N
i | 0.09 | i | CCOC(=O)c1ccc(NC(=O)CCC2COc3ccccc3O2)cc1 (stereo not given)
i | 0.24 | i | CC(C)C(=O)NN(C(=O)c1ccccc1)c1ccccc1
i | -0.62 | i | O=C(CN(C(=O)c1csnn1)c1cccc2ccccc12)NCc1ccc(F)cc1
i | 0.87 | i | COc1ccc2c(c1)[nH]c1c(=O)n(Cc3ccncc3)cnc12
i | -0.47 | i | OCC1CCCN(Cc2cn(Cc3ccccc3)nc2-c2cc3ccccc3o2)C1 (stereo not given)
i | 0.93 | i | Cc1cccc(NC(=O)C2C3C=CC(C4CC34)C2C(=O)O)c1 (stereo not given)
i | 3.33 | i | N#CCCN/N=C(\Cc1nc2ccccc2[nH]1)c1ccccc1
i | 1.05 | i | Cn1c(=O)c([N+](=O)[O-])c(N2CCN(Cc3ccc4c(c3)OCO4)CC2)c2ccccc21
i | -0.57 | i | N#CC1=C(N)OC2=C(C(=O)CC(c3ccccc3)C2)C1c1cccnc1 (stereo not given)
i | -0.64 | i | CCn1ccc(C(=O)NC2=NCCS2)n1
i | 0.17 | i | CCn1c(C)[n+](CC)c2ccc(S(=O)(=O)NC)cc21
i | 0 | i | CCC(Sc1ncccc1C(=O)O)C(=O)N1CCCC1 (stereo not given)
i | -2.54 | i | CSCC[C@H](NC(=O)OC(C)(C)C)C(=O)N1CCC(C(=O)N[C@@H](Cc2c[nH]c3ccccc23)C(=O)O)CC1
i | -0.52 | i | Cc1ccc(NCC(=O)c2ccccc2)cc1Cl
i | -0.79 | i | COc1ccc(N(C(=O)Cc2cccs2)C(C(=O)NC2CCCC2)c2ccncc2)cc1OC (stereo not given)
i | 0.04 | i | Nc1nonc1-n1nnc(C(=O)N/N=C/c2ccc3c(c2)OCO3)c1-c1ccccc1
i | -0.02 | i | Cc1nn(-c2ccccc2)c(Cl)c1C(=O)NCc1cccs1
i | -1.01 | i | O=C(CSc1ccc(-c2ccccn2)nn1)NCc1ccccc1
i | -0.97 | i | Cc1cccc2cc(CN(Cc3ccc4c(c3)OCO4)Cc3nnnn3C3CCCC3)c(=O)[nH]c12
i | 0.02 | i | Cc1ccc(/C=N/n2c(-c3cccnc3)n[nH]c2=S)s1

# Next section.
KCNQ2 inh | Kir21 block | CHT inh | SMILES
i | 0.27 | i | COc1cc(/C=C2/C(=O)ON=C2C)cc(Cl)c1O
i | -0.29 | i | Cc1[nH]c2c(ccc3cccnc32)c1C
i | -0.25 | i | Cc1oc(-c2ccccc2Cl)nc1CS(=O)CC(=O)NCCCN1CC(C)CC(C)C1 (stereo not given)
i | 0 | i | O=C(CSc1nccn1-c1ccccc1)c1ccc(Cl)cc1
i | 2.68 | i | CCc1ccc(NC(=O)N(CCCOC(C)C)C2CCN(C(C)=O)CC2)cc1
i | -0.63 | i | CCN(CCCNC(=O)C1CCN(S(=O)(=O)CC)CC1)c1cccc(C)c1
i | 0.36 | i | COC(c1ccccc1)c1nnc(CCC(=O)NCCC(C)C)o1 (stereo not given)
i | -2 | i | Cc1ccc(NC2CCCN(C(=O)CN3C(=O)c4ccccc4C3=O)C2)cc1C (stereo not given)
i | -0.02 | i | Cn1c(=O)c(/C=C/c2ccccc2)nc2ccccc21
i | 0.81 | i | CC(NC(=O)Cc1cccc(C(F)(F)F)c1)c1ccc(F)cc1 (stereo not given)
i | -1.05 | i | Cc1ccc(-c2ocnc2C(=O)Nc2ccccc2C(=O)N2CCCC2)cc1
i | 2.16 | i | COCCCNC(=O)c1c(NC(=O)c2cccs2)sc2c1CCCC2
i | -0.9 | i | COC(=O)c1cc(NC(=O)Cc2cccs2)cc(C(=O)OC)c1
i | -0.27 | i | COC(=O)NC1(C(F)(F)F)NC(=O)N(C2CCCCC2)C1=O (stereo not given)
i | 0.06 | i | COc1ccccc1N1CCN(CC(=O)NC(=O)NCc2ccco2)CC1
i | 0.39 | i | CCn1c(=O)c(=O)n(CC)c2cc(S(=O)(=O)Nc3cc(C)ccc3C)ccc21
i | -1.11 | i | Cc1ccc2nc(-c3ccc(NC(=S)NC(=O)C(C)C)cc3)sc2c1
i | 1.1 | i | O=C(CCCn1cnc([N+](=O)[O-])n1)Nc1cccc2ccccc12
i | -0.32 | i | Cn1nc2c(c1C(=O)O)CCCC2
i | -0.13 | i | COc1ccc(S(=O)(=O)NCCc2csc(-c3cccnc3)n2)cc1
i | 0.22 | i | CCCCn1cc([N+](=O)[O-])nc1C
i | -0.99 | i | CCOC(=O)c1ccc(NS(=O)(=O)CC)cc1
i | 0.07 | i | Cc1cc(C(=O)CN2C(=O)c3ccccc3S2(=O)=O)c(C)n1-c1ccccc1
i | -0.37 | i | O=C(COc1ccc(C(F)(F)F)cc1[N+](=O)[O-])Nc1cccc(C(F)(F)F)c1
i | 0.19 | i | O=C(CNS(=O)(=O)c1cccs1)N1CCN(c2ccccc2F)CC1
i | -1.65 | i | O=C(CCn1nnc(-c2cccs2)n1)NC1CCCCC1
i | -1.05 | i | CC1CCN(S(=O)(=O)c2ccc(C(C)C)cc2)CC1
i | 0.06 | i | COc1ccc(S(=O)(=O)NC(C)C(=O)Nc2ccc3c(c2)OCO3)cc1OC (stereo not given)
i | -0.03 | i | CCC(CC)NC(=O)c1cc2c(C)nn(Cc3ccccc3Cl)c2s1
i | 0.45 | i | O=C(CCN1CCc2ccccc2C1)Nc1cccc(F)c1
i | 1.08 | i | CCOC(=O)Cn1c(SC)nc2sc3c(c2c1=O)CC(C)(C)OC3
i | -0.62 | i | Cc1ccc(CN2CC(C(=O)Nc3ccncc3)CC2=O)cc1 (stereo not given)
i | -0.84 | i | C(=N\n1cnnc1)/c1cccc(Oc2ccccc2)c1
i | -0.33 | i | FC(F)(F)c1cnc2c(c1)Nc1ccccc1S2
i | 0.38 | i | CC1CC(C)CN(C(=O)CN2C(=O)NC(C)(C)C2=O)C1 (stereo not given)
i | 0.96 | i | Cc1ccc(CN2CCCN(Cc3ccc(F)cc3Cl)S2(=O)=O)cc1
i | -5.75* | i | COc1cccc(/C=C/C(=O)c2ccc(C)c([N+](=O)[O-])c2)c1
i | -0.53 | i | CSc1ccc(COC(=O)c2cc([N+](=O)[O-])ccc2N2CCOCC2)cc1
i | -0.82 | i | Cc1ccc(N(Cc2cc(=O)[nH]c3ccccc23)C(=O)CCl)c(C)c1
i | 1.03 | i | COc1cc(C(=O)Nc2ccc(NC(=O)C(C)C)nc2)cc(OC)c1OC
i | 1.33 | i | CC(C)(C)NCCCCOc1ccccc1F
i | 0.28 | i | O=C(CN1CCSCC1)N/N=C/c1ccc(F)cc1F
i | -0.42 | i | O=C(Nc1ccc(N2CCOCC2)c(Cl)c1)c1ccccc1Cl
-5.98* | -0.97 | i | C=CCn1c(=O)c(C(=O)NCc2ccc(Cl)cc2)c(O)c2ccccc21
i | 0.69 | i | O=C(c1ccc(CS(=O)Cc2ccccc2Cl)o1)N1CCN(c2cccc(Cl)c2)CC1 (stereo not given)
i | 2.09 | i | O=C1OC(CO)CN1Cc1ccccc1 (stereo not given)
i | 0.22 | i | CCOC(=O)c1ccc(N/C=C/C(=O)c2ccccc2)cc1
i | 0.16 | i | Cc1ccccc1C(=O)c1cccn1CC(=O)NC(C)CCc1ccccc1 (stereo not given)
i | 1.37 | i | O=C(COc1ccccc1Br)N1CCN(C(=O)c2ccco2)CC1
i | -0.18 | i | Cc1ccc(NC(=O)Nc2c(Cl)cccc2Cl)cn1

# Some of the entries so far, with bars between the fields:
mol | KCNQ2 inh | Kir21 block | CHT inh
CCOC(=O)c1ccc(N/C=C/C(=O)c2ccccc2)cc1 | i | 0.22 | i
Cc1ccccc1C(=O)c1cccn1CC(=O)NC(C)CCc1ccccc1 (stereo not given) | i | 0.16 | i
O=C(COc1ccccc1Br)N1CCN(C(=O)c2ccco2)CC1 | i | 1.37 | i
Cc1ccc(NC(=O)Nc2c(Cl)cccc2Cl)cn1 | i | -0.18 | i

# Some of the entries so far, bar-delimited.
mol | KCNQ2 inh | Kir21 block | CHT inh
Cc1ccc(N(Cc2cc(=O)[nH]c3ccccc23)C(=O)CCl)c(C)c1 | i | -0.82 | i
O=C(COc1ccccc1Br)N1CCN(C(=O)c2ccco2)CC1 | i | 1.37 | i
CCOC(=O)c1ccc(N/C=C/C(=O)c2ccccc2)cc1 | i | 0.22 | i
Cc1ccc(CN2CC(C(=O)Nc3ccncc3)CC2=O)cc1 (stereo not given) | i | -0.62 | i

# (continued)
KCNQ2 inh | Kir21 block | CHT inh | SMILES
i | -0.35 | i | CCN1CCN(c2ccc(S(=O)(=O)N3CCCCC3)cc2NC(=O)/C=C/c2cc(OC)ccc2OC)CC1
i | 0.38 | i | CC(=O)c1ccc(-c2nnc(CCC(=O)N(C)Cc3cccc4cnccc34)o2)s1
i | -1.05 | i | O=c1[nH]cnc2ccsc12
i | 2.93 | / | O=c1oc(/C=C/c2ccccc2)nc2ccccc12
i | -0.6 | i | CCCOC(=O)Nc1cc(OC)c(Cl)cc1OC
i | 1.36 | i | CCC(CO)NCCNC(CC)CO (stereo not given)
i | -0.77 | i | NC(=O)CSc1nnc(-c2cccc(S(=O)(=O)N3CCOCC3)c2)n1C1CCCCCC1
i | -0.02 | i | CCc1ccc(NC(=O)c2cc(C)nn2-c2ccccc2)cc1
i | 1.05 | i | Cc1ccc(C2/C(=C(/O)c3ccc4c(c3)CC(C)O4)C(=O)C(=O)N2CCCn2ccnc2)cc1 (stereo not given)
i | -0.22 | i | COc1cccc(N(C(=O)CNC(=O)c2ccco2)C(C(=O)NC2CCCC2)c2cccnc2)c1 (stereo not given)
i | 1.37 | i | O=C(COC(=O)C1=COCCO1)Nc1ncc(C(F)(F)F)cc1Cl
i | 1.84 | i | C/C(=N\NC(=O)c1nn(C)c(C)c1Br)c1cccc(NC(=O)c2ccc(F)cc2)c1
i | -1.19 | i | O=C1NC(=O)C2(CCCc3ccccc32)N1 (stereo not given)
i | -0.06 | i | CCC/C(=N\NC(=O)C1CC1)c1ccc(Br)cc1
i | 0.53 | i | CC/C(CC(=O)C(F)(F)F)=N\NC(=O)/C(C#N)=C/N(C)C
i | -0.82 | i | CCOc1cccc2c1OC1(C)CC2NC(=O)N1c1cccc(C(=O)NCc2ccccn2)c1 (stereo not given)

# Screening data (PubChem)
